Source: PubChem (Broad Institute)
RAD54 branch: blocks human RAD54 Holliday junction branch migration; FAM/BHQ fluorescence; inhibition, % at 10.4 µM; hit rate 0.14% among 360,000; AID 602329;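 active means mean normalized replicate activity at least 40 and at least half of replicates scoring 40 or more; inconclusive means only one of the two criteria met; inactive means mean below 40 and under half of replicates reaching 40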;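 further: 0% = median of neutral control wells and 100% = median of positive control wells; inhibitors cause a drop in the FAM fluorescence signal; in these data hits start at about 50%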
F508del corr: correctors of CFTR F508del function in bronchial epithelial cells; CFBE cells, YFP halide quenching; stimulated with forskolin plus potentiator P3; % fluorescence drop versus neutral controls; activity (quench increase), % at 7.58 µM; hit rate 0.36% among 350,000;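 active means mean added fluorescence quench of at least 8% versus neutral control, with both replicates also reaching 8%; inconclusive means only one of the mean or replicate conditions met; inactive means mean below 8% and not both replicates reaching 8%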;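 further: cells transiently co-express mutant CFTR-F508del with the halide-sensitive YFP; corrector assay measuring rescue of mutant channel to the surface after 24 h compound exposure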
Casp6 inh: caspase-6 (human) enzyme inhibition; purified caspase-6, Z-VEID-R110 cleavage fluorescence; inhibition, % at 12.5 µM; hit rate 0.53% among 350,000;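 active means mean inhibition across replicates at least about 35%, with every replicate also reaching that limit, limit read from the data; inconclusive means only one of the two criteria met; inactive means neither criterion met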;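 further: 0% = median of neutral control wells and 100% = no fluorescence left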
GSIS activator: primary screen for activators of insulin secretion dependent on glucose, INS-1E cells, GLuc reporter luminescence. INS-1E GLuc reporter insulin secretion, 2-3 h. activation, % at 16.6 µM. hit rate 0.61% among 370,000;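 active means lowest replicate activation of at least 40%, so every replicate reaches that level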;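 further: 0% = median of neutral control wells and 100% = median of IBMX positive control wells; some compounds called inactive have numbers as strong as hits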
E-sel inducer: induces E-selectin expression in human endothelial cells; HUVEC E-selectin immunofluorescence imaging; normalized: neutral wells 0, TNF-alpha wells 100; P16581; hit rate 0.37% among 260,000; activation, % at 7.58 µM;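 active means mean E-selectin-positive cell signal at least 10% of the positive control, reached in at least 60% of replicates, without over 20% cell loss; inconclusive means no rule given, readout overlaps actives, possibly toxicity-flagged; inactive means the rest, including those meeting only one limit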;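 further: in these data hits start at about 27%; measured in HUVEC primary endothelial cells; signal is the percent of cells scored E-selectin positive by PE staining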
Target sequence (P16581 whole entry, looked up): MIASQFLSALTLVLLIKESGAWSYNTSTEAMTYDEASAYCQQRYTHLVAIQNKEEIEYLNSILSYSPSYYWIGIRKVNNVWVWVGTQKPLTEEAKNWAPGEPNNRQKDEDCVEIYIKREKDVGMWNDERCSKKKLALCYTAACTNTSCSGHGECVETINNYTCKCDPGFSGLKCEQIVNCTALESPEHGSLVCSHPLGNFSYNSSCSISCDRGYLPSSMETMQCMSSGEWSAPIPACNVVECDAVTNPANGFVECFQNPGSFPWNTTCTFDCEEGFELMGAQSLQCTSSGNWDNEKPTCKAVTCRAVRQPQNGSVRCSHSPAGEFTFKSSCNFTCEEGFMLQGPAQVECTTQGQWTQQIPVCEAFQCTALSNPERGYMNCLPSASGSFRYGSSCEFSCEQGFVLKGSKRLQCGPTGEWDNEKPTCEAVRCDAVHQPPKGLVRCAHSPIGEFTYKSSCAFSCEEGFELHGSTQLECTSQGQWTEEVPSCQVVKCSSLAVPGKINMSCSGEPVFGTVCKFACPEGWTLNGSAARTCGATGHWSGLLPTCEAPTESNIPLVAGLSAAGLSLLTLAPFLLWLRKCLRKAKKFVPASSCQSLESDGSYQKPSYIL
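System: HUVEC / Compound: single concentration / Signal: immunofluorescence imaging / Read-out: percent E-selectin-positive cells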
Xi reactivation: activators of X-chromosome reactivation in mouse fibroblasts; hit rate 0.055% among 360,000; AID 743238; XiGFP mouse fibroblasts, % GFP-positive cells imaging, 3 d; cells co-treated with 5-aza-dC sensitizer; scaled so ellipticine positive control = 100%; activation, % at 7.58 µM;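 active means mean normalized replicate activation at least 10% and every replicate at or above 10%; inconclusive means only one of the two criteria met; inactive means mean below 10% and not all replicates reach 10%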;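 further: 0% = median of on-plate neutral control wells and 100% = ellipticine 6 µM median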
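assay system = SV40-immortalized XiGFP fibroblast cells, line 68-5-11 | buffer or medium = DMEM plus 5-aza-dC sensitizer | doses = single-point pinned compound dosing | times = 3-day compound exposure, then 15 min fixation at room temperature | benchmarks = positive control ellipticine, 6 µM final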
DENV2 CPE: protects cells from dengue virus 2 cytopathic effect; DENV2-infected cells, cytopathic effect rescue, plate reader; CPE inhibition, % at 9.99 µM; hit rate 1.7% among 350,000; AID 651640; in the data active means CPE inhibition above about 20%, passing the limit was not always enough; inconclusive means no clear call, values can overlap the other calls; tested in BHK-21 cells;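 further: 0% = median of neutral control wells and 100% = median of positive control wells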
RAD52 anneal inh: blocks human RAD52 DNA annealing; hit rate 0.46% among 360,000; AID 651710; inhibition, % at 18.7 µM; recombinant RAD52 DNA annealing, FRET fluorescence; P43351;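 active means every replicate showing at least 50% inhibition; inconclusive means mean inhibition at least 50% but not in every replicate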
Target sequence (P43351 whole entry, looked up): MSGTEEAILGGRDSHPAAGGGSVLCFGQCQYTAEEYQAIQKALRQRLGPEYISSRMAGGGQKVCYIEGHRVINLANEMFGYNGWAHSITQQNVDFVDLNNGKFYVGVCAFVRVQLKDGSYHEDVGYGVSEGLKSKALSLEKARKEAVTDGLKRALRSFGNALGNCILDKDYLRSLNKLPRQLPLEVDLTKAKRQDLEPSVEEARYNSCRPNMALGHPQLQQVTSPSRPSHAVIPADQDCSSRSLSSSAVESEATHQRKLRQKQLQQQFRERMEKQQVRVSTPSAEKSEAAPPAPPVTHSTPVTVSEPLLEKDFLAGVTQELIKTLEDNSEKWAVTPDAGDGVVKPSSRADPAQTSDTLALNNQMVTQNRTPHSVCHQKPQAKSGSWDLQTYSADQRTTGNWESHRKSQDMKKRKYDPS
Numbers without * were called inactive; ? = inconclusive; . = no result given.

SMILES	RAD54 branch	F508del corr	Casp6 inh	GSIS activator	E-sel inducer	Xi reactivation	DENV2 CPE	RAD52 anneal inh
NC1=NC(=O)NC1(c1ccccc1)c1ccccc1	.	-1.6	-2	-10	0.1	0.0	-4	-12
FC(F)(F)c1cc(Cl)c2nnc(C(F)(F)Cl)n2c1	.	1.2	-1	2	0.6	0.1	0	-9
O=C(COC(=O)c1ccccn1)NC(=O)c1ccccc1	-3	-0.2	-6	1	-0.5	0.3	-7	-11
COc1ccc(C(c2nnnn2-c2c(C)cccc2C)N2CCN(C/C=C/c3ccccc3)CC2)cc1 (configuration not stated)	-1	-1.4	0	-12	-1.6	.	-5	-16
CC1(CCc2ccccc2)NC(=O)N(CC(=O)Nc2c(F)cccc2F)C1=O (configuration not stated)	-12	0.5	-2	-1	-0.3	0.0	2	-14
COc1ccccc1S(=O)(=O)N[C@H]1CC[C@H](CCn2cc(C3CCCC3)nn2)O[C@@H]1CO	.	-1.4	-4	-6	-0.1	0.5	14	-12
COc1ccc(Cl)cc1NC(=O)/C=C/C(=O)O	.	0.7	22	16	0.2	0.0	?	-14
CN(C)C(=O)CSc1nnc(-c2ccco2)n1-c1ccccc1	-11	-1.6	-2	7	.	0.0	9	-11
Cc1ccc(C(=O)Nc2nc3n(n2)C(c2ccccc2)CC(=O)N3)cc1 (configuration not stated)	4	-1.0	-1	-2	0.6	-0.2	-3	-13
CC(C)CC#Cc1ccc2c(c1)O[C@@H](CN(C)C(=O)C1CCOCC1)[C@H](C)CN([C@@H](C)CO)S2(=O)=O	1	-0.3	2	-16	-0.2	-0.7	-9	15
C[C@H]1CN([C@@H](C)CO)C(=O)Cc2cc(NC(=O)CCC(F)(F)F)ccc2O[C@H]1CN(C)C	6	1.9	-1	8	.	-1.4	-2	1
O=C(NCc1cccnc1)c1cc(C2CCCN(S(=O)(=O)c3cccs3)C2)on1 (configuration not stated)	1	-1.0	-1	2	0.1	0.0	7	-1
Cc1cc(Cl)c(OCCOCCN2CCN(C)CC2)c(Br)c1	-4	-4.9	-24	5	.	0.0	3	2
CCCCCNC(=O)c1cn(CC)c2cc(N3CCN(C)CC3)c(F)cc2c1=O	2	-2.1	-6	-7	.	0.0	-1	3
CC[C@]12c3[nH]c4ccccc4c3CCN1C(=O)C(CC(=O)NCCN1CCOCC1)C[C@@H]2C(=O)N1CCN(C(=O)c2ccco2)CC1 (some centres not stated)	-9	1.1	-19	4	2.1	0.1	9	-17

Sorted by the number under F508del corr (largest number first): some entries from above.
molecule | F508del corr
CC[C@]12c3[nH]c4ccccc4c3CCN1C(=O)C(CC(=O)NCCN1CCOCC1)C[C@@H]2C(=O)N1CCN(C(=O)c2ccco2)CC1 (some centres not stated) | 1.1
COc1ccc(Cl)cc1NC(=O)/C=C/C(=O)O | 0.7
O=C(COC(=O)c1ccccn1)NC(=O)c1ccccc1 | -0.2
Cc1ccc(C(=O)Nc2nc3n(n2)C(c2ccccc2)CC(=O)N3)cc1 (configuration not stated) | -1.0
COc1ccc(C(c2nnnn2-c2c(C)cccc2C)N2CCN(C/C=C/c3ccccc3)CC2)cc1 (configuration not stated) | -1.4
Cc1cc(Cl)c(OCCOCCN2CCN(C)CC2)c(Br)c1 | -4.9

The list goes on.
SMILES	RAD54 branch	F508del corr	Casp6 inh	GSIS activator	E-sel inducer	Xi reactivation	DENV2 CPE	RAD52 anneal inh
Cc1ccc(SCCC(=O)Nc2cccnc2)cc1	.	1.1	3	-3	.	0.5	-5	-23
COc1ccc(NC(=O)N[C@H]2CC[C@@H](CCNC(=O)Cc3ccncc3)O[C@H]2CO)cc1	6	2.5	3	-2	-0.6	-0.5	-3	-36
COc1ccccc1/C=N/NC(=O)c1ccc(Cn2nc([N+](=O)[O-])cc2C)cc1	.	0.3	-8	-6	.	0.0	-14	-20
C[C@@H]1CCCCO[C@H](CN(C)C)[C@@H](C)CN([C@H](C)CO)C(=O)c2cc(NC(=O)CCC(F)(F)F)ccc2O1	-7	-2.1	1	-10	0.2	0.1	-7	-23
COc1ccc2c3c([nH]c2c1)[C@H](CO)N(Cc1ccccc1)CC31CCN(C(=O)Cc2ccccc2)CC1	.	-0.8	.	21	-0.6	0.3	0	.
COc1ccc2c3c(n(C)c2c1)[C@@H](CO)N(C(=O)Nc1ccc(F)cc1)CC31CN(C(=O)Cc2ccncc2)C1	.	1.3	4	-3	-0.2	0.0	5	6
COc1ccc(CCNS(=O)(=O)c2cn(C)nc2C)cc1OC	-2	4.7	0	21	-0.8	-0.1	-6	3
COC(=O)c1cc(C(=O)NCC2CCCCC2)cc([N+](=O)[O-])c1	-7	2.3	0	-13	.	0.3	0	-8
COc1ccc(CN(C)C[C@@H]2OCCCC[C@@H](C)Oc3ccc(NS(C)(=O)=O)cc3C(=O)N([C@H](C)CO)C[C@@H]2C)cc1	0	-0.2	-2	14	1.7	-0.2	-16	10
O=C(Nc1nnc(-c2ccncc2)o1)c1ccc(Br)s1	.	-0.7	-4	0	-0.1	0.1	0	-5
Cn1c(SCC(=O)Nc2cccnc2Cl)nc2ccccc21	0	0.2	-1	.	-0.1	0.4	3	-149
O=C(/C=C1\SC(=O)NC1=O)Nc1ccc(F)cc1	.	-0.7	2	-11	.	0.0	9	13
O=C(NCCCN1CCN(c2ccccc2F)CC1)C1CCC(=O)N1C1CCCCC1 (configuration not stated)	6	-0.7	-7	-6	.	.	1	-6
O=C(O)c1cccc(NC(=O)c2ccc(Cl)c(S(=O)(=O)N3CCCCCC3)c2)c1	.	-1.6	.	9	0.1	0.2	-8	-23
CCCNC(=O)C1(C)CCN(C(=O)/C=C/c2ccccc2)C1 (configuration not stated)	2	-2.7	2	3	0.3	-0.1	-4	-1

2 of the compounds above, comma-delimited.
compound,RAD54 branch,F508del corr,Casp6 inh,GSIS activator,E-sel inducer,Xi reactivation,DENV2 CPE,RAD52 anneal inh
CC[C@]12c3[nH]c4ccccc4c3CCN1C(=O)C(CC(=O)NCCN1CCOCC1)C[C@@H]2C(=O)N1CCN(C(=O)c2ccco2)CC1 (some centres not stated),-9,1.1,-19,4,2.1,0.1,9,-17
Cc1ccc(SCCC(=O)Nc2cccnc2)cc1,.,1.1,3,-3,.,0.5,-5,-23

More entries follow:
SMILES	RAD54 branch	F508del corr	Casp6 inh	GSIS activator	E-sel inducer	Xi reactivation	DENV2 CPE	RAD52 anneal inh
CC1CC(CCN)(c2ccccc2)C(C)CN1C (configuration not stated)	.	1.0	-53	2	0.0	0.2	-3	29
Cc1cc2[nH]cnc2c([N+](=O)[O-])c1C	.	-0.8	11	10	-0.2	0.3	1	-10
CCOc1ccc(C(=O)Nc2cccc(-n3cnnn3)c2)cc1OCC	0	0.1	0	17	0.8	0.0	-5	-3
CC(=O)Nc1cc(-c2cccc(N)c2)cn2c(-c3ccc(C(C)=O)cc3)cnc12	3	0.9	4	1	-0.2	0.0	4	3
COc1cccc(CNC(=O)[C@H]2CCCN2C(=O)[C@H]2CCCN2C(=O)c2ccc(F)c(C(F)(F)F)c2)c1	.	1.5	-7	-9	0.0	0.0	-1	-12
CN(Cc1ccc(Cl)cc1)C(=O)c1ccc(S(=O)(=O)NCc2ccco2)cc1	-1	6.0	3	-30	.	0.1	-6	-4
O=C(CCCO)CCCCCCCCC[C@H]1N[C@H](CO)[C@@H](O)[C@@H]1O	5	2.3	20	3	0.0	0.0	.	-11
CCCCN1C(=O)C(CC(=O)NCc2ccco2)CC(C(=O)N(C)C)=C1C (configuration not stated)	-15	0.5	1	2	-0.8	-0.2	-3	-9
CO[C@H]1CN(C)C(=O)c2cc(NC(=O)Nc3cccc(F)c3)ccc2OC[C@H](C)N(C(=O)Nc2c(C)noc2C)C[C@H]1C	-5	0.6	1	-10	-0.1	0.1	7	5
CC(C)C#Cc1cnc2c(c1)C(=O)N([C@H](C)CO)C[C@H](C)[C@@H](CN(C)C(=O)Nc1ccccc1F)O2	0	1.3	2	-16	0.1	0.0	0	-8
O=C(Nc1ccncc1)c1ccc(NS(=O)(=O)c2ccc3[nH]c(=O)[nH]c3c2)cc1	2	-4.0	-10	-8	.	0.1	12	2
CC(=O)c1ccc(S(=O)(=O)NCC2CCN(C(=O)C(=O)c3cc4ccccc4o3)CC2)cc1	.	0.3	-2	.	0.2	0.0	?	-6
O=C(Nc1cccc(C(=O)O)c1)/C(=C/c1ccccc1)NC(=O)c1cccc(Br)c1	-12	2.7	0	-6	.	0.2	-2	-22
CCN1CCN(C(=O)C(C)Nc2ccc(OC)cc2OC)CC1 (configuration not stated)	12	1.3	0	-10	3.9	1.8	.	-41
OC(c1ccc(F)cc1)c1nc(-c2ccccc2)cs1 (configuration not stated)	4	-0.7	6	8	0.0	0.0	-2	0
Cc1nc(C(=O)NNC(=O)c2ccc(Cl)cc2)cs1	0	-1.6	-5	34	.	-0.2	-7	2
CCCn1c(SCC(=O)Nc2cccc(S(=O)(=O)NC3=NCCCCC3)c2)nc2ccccc2c1=O	-2	.	-1	-15	.	0.0	-4	-25
CC(C)NC(=O)Nc1ccc2c(c1)C(=O)N([C@@H](C)CO)C[C@@H](C)[C@H](CN(C)Cc1ccc(C(=O)Nc3ccccc3N)cc1)O2	.	-2.2	0	9	-18	-0.1	3	13
O=C(CCN1CCCCC1)N[C@H]1CC[C@@H](CCNS(=O)(=O)c2ccc(F)cc2)O[C@@H]1CO	-5	2.0	-1	1	2.7	-0.1	13	5
NC(=S)N(c1ccccc1)c1ccccc1	1	1.6	-4	-5	0.8	0.2	-2	6
Cc1cccc(NC(=O)c2cccc(S(=O)(=O)Nc3ccccc3C(=O)O)c2)c1	3	2.2	5	-1	0.2	-0.1	-2	-9
Cc1ccc(C)c(SCC(=O)NC(=O)NC2CCCC2)c1	1	1.4	-2	-18	.	0.3	?	-9
N#Cc1ccc(C23CC4(C2)[C@H](CN(Cc2ccc(C(F)(F)F)cc2)[C@@H]4c2ccccc2)C3c2ccccc2)cc1 (some centres not stated)	14	0.0	-3	-14	0.0	0.0	15	-31
Cc1cc2occ(CC(=O)N(C)CC(=O)Nc3c(C)cccc3C)c2cc1C	2	0.2	3	-17	0.0	-0.1	4	-15
COCC(=O)Nc1ccc2c(c1)OC[C@H](C)N(CC1CC1)C[C@H](C)[C@H](OC)CN(C)C2=O	4	1.0	.	16	0.7	0.2	?	-4
O=C(c1ccc2c(c1)OCO2)N1CCCCN2[C@H](C1)[C@H](c1ccc(-c3ccccc3)cc1)[C@@H]2CO	2	-1.0	2	-21	-0.2	0.0	-2	-19
Cc1ccc(S(=O)(=O)N(C)C[C@@H]2OCCCC[C@H](C)Oc3ccc(NC(=O)Nc4ccc(F)cc4)cc3C(=O)N([C@@H](C)CO)C[C@@H]2C)cc1	2	-1.3	0	-9	0.2	0.3	-1	-9
CC(C)(C)NC(=O)C1CC(=O)N(CCc2ccc(F)cc2)C1 (configuration not stated)	-4	3.0	0	-3	19	0.2	1	-9
O=c1n(CCCN2CCN(c3cccc(Cl)c3)CC2)nc2ccccn12	8	-0.3	.	.	0.4	-0.1	1	3
O=C(NCCCCc1ccccc1)c1cc([N+](=O)[O-])cc([N+](=O)[O-])c1	-19	0.6	5	-6	.	0.0	6	-24
